MrgX1 agonist: agonists of human MrgX1 receptor, primary screen, HEK293 cells, Fluo-4 calcium flux | Mas-related G-protein coupled receptor member X1 (Homo sapiens), Q96LB2 | Fluo-4 calcium fluorescence, agonist mode; active compounds read high | B-score at 10 µM | hit rate 0.44% among 310,000 | AID 588627, 2011;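 active = calcium response B-score plate-corrected fluorescence ratio at least 3 library SD, with starting fluorescence B-score inside 5 SD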
Target sequence (Q96LB2 whole entry, looked up): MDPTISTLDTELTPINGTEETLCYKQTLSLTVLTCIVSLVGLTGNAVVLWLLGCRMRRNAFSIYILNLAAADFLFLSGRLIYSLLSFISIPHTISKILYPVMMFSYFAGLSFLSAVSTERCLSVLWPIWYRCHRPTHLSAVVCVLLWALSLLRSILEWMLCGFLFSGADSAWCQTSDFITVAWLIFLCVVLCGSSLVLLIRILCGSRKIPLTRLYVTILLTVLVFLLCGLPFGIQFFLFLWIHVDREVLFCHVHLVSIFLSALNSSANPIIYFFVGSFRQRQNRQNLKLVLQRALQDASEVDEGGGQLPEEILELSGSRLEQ
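Test system: HEK293 cells stably expressing human MrgX1 receptor; amount: 15,000 cells per well; doses: compound delivered in addition one of three; times: overnight plating before 1 h dye loading; detection: Fluo-4 NW calcium-flux fluorescence, kinetic read; read-out basis: B-scored fluorescence response ratio; controls: positive and negative controls per plate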
MrgX1 allo act: positive allosteric modulators of MrgX1, primary screen, HEK293 cells, Fluo-4 calcium flux. Mas-related G-protein coupled receptor member X1 (Homo sapiens), Q96LB2. FDSS; active compounds read high. B-score at 10 µM. hit rate 0.63% among 310,000. AID 588675, 2011;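 active = plate-corrected calcium response at least 3 library SD above typical, normal starting fluorescence, not activating the receptor alone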;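 note: compound read alongside a low EC10 to EC30 dose of BAM8-22 agonist; peak minus trough fluorescence over baseline measured at the second addition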
RGS4 act: RGS4 potentiators or activators, primary screen, cell-based, HEK293 M3R inducible RGS4, calcium flux; carbachol calcium flux Fluo4; active compounds read low; B-score at 10 µM; hit rate 0.92% among 310,000; AID 463111, 2010;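 active = B-score of the integrated calcium signal more than 4 SD below the library mean, with starting fluorescence not abnormally high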;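 note: negative B-score means reduced calcium response which marks RGS4 activation or potentiation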
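test system = M3R-expressing HEK293 line, RGS4 induced by doxycycline | probe or stimulus = carbachol at ECmax as muscarinic agonist stimulus | timing = dye loading 30 min 37 °C, buffer rest 30 min RT | signal = calcium dye Fluo4 fluorescence | evaluation = B score from integrated fluorescence ratio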
KCNK9 block: KCNK9 potassium channel inhibitors, primary screen, HEK293 cells, thallium flux; Potassium channel subfamily K member 9 (Homo sapiens), Q9NPC2; FluxOR thallium flux fluorescence; active compounds read low; B-score at 10 µM; hit rate 1.2% among 310,000; AID 488922, 2010;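 active = ratio B-score over 3 SD below the library mean, with starting fluorescence within 5 SD of its mean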;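 note: negative B-score means less thallium flux so channel inhibition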
Target sequence (Q9NPC2 whole entry, looked up): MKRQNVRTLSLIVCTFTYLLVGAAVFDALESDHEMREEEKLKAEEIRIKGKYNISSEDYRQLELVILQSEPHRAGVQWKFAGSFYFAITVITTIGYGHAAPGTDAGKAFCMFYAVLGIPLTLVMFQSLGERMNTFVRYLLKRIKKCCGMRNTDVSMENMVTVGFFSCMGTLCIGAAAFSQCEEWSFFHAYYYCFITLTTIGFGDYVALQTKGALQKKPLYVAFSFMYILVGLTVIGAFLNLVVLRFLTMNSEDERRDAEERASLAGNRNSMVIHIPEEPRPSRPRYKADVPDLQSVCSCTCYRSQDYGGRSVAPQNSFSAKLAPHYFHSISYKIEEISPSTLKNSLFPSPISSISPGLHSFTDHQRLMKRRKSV
KCNK3 inh: human KCNK3 channel inhibitors, primary screen, CHO cells, FluxOR thallium flux, B-score; Potassium channel subfamily K member 3 (Homo sapiens), O14649; FluxOR fluorescence; active compounds read low; B-score at 10 µM; hit rate 0.84% among 340,000;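 active = B-score under library mean minus 4 SD, starting fluorescence ratio at most library mean plus 5 SD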;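 note: more negative B-score means stronger inhibition of thallium flux through KCNK3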
TMEM16A act: TMEM16A chloride channel activators or potentiators, primary screen, cell-based, HTS | Anoctamin-1 (Mus musculus), Q8BHY3 | HEK293 TMEM16A/YFP-H148Q/I152L, iodide quench fluorescence; active compounds read low | B-score at 10 µM | hit rate 0.3% among 340,000 | AID 623877, 2012;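 active = fluorescence-ratio B-score plate-corrected deviation score at least 3 library SD below zero, with starting fluorescence score within 5 deviations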;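 note: channel opened by trigger with iodide after compound preincubation; score built on the fluorescence ratio of max minus min over baseline; more negative score means more quench and so TMEM16A activation or potentiation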
ANO1 block: TMEM16A chloride channel inhibitors, primary screen, cell-based, HTS; HEK293 TMEM16A/YFP iodide influx fluorescence, ionomycin; normalized B-score (activity score, 25-100; higher = stronger inhibition) at 10 µM; AID 588511, 2011; hit rate 1.2% among 310,000; Anoctamin-1 (Mus musculus), Q8BHY3;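 active = ratio plate-corrected score three or more library SD toward inhibition, starting fluorescence score within five deviations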;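 note: score derived from kinetic fluorescence span divided by baseline fluorescence per well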
hERG protect: hERG rescue from dofetilide block, primary screen, cell-based, CHO-hERG, FluxOR thallium flux, dofetilide IC70; Voltage-gated inwardly rectifying potassium channel KCNH2 (Homo sapiens), Q12809; dofetilide IC70 present; activation (rescue from dofetilide block), less the hit threshold, % at 10 µM; hit rate 0.51% among 310,000; AID 1511, 2009;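 active = activation above the mean of controls blocked by dofetilide plus 5 SD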;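 note: thallium influx through hERG after potassium depolarization seen as dye fluorescence rise; in these data hits start at about 4.7%; inactives centre near -7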
KCNQ1 pot: potentiators or activators of KCNQ1 channel, primary screen, cell-based, thallium flux, high-throughput. hit rate 0.35% among 310,000. AID 2648, 2010. CHO-K1 KCNQ1, thallium flux FluxOR fluorescence; active compounds read high. B-score at 10 µM. Potassium voltage-gated channel subfamily KQT member 1 (Homo sapiens), P51787;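 active = fluorescence ratio B-score, a plate-corrected score, at least three library SD, with initial intensity B-score within 5 SD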
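Test system: CHO-K1 cells stably expressing KCNQ1 / Medium: assay buffer / Also added: depolarizing K+/Tl+ stimulus, K2SO4 and Tl2SO4 each 12.5 mM in 5x stock / Incubation: 90 min dye loading and 20 min compound exposure, both at room temperature / Signal: thallium influx via FluxOR fluorescence, kinetic imaging / Evaluation: B score of baseline-normalized fluorescence ratio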
KCNQ1 inh: inhibitors of human KCNQ1 channel, primary screen, cell-based, thallium flux, high-throughput; Potassium voltage-gated channel subfamily KQT member 1 (Homo sapiens), P51787; CHO-K1 KCNQ1, FluxOR thallium flux fluorescence; active compounds read high; B-score at 10 µM; hit rate 1.3% among 310,000;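 active = compounds whose thallium flux B-score, printed positive for inhibition, exceeds three library SD while starting fluorescence stays within three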;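 note: channel opened by potassium depolarization with thallium stimulus after 20 min compound exposure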
RGS4 block: RGS4 inhibitors, primary screen, cell-based, HEK293 M3R inducible RGS4, calcium flux | Fluo-4 calcium flux; active compounds read high; triggered by carbachol at its EC20 | hit rate 0.45% among 310,000 | Regulator of G-protein signaling 4 (Homo sapiens), P49798 | B-score at 10 µM | AID 463165, 2010;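 active = B-score, a plate-corrected calcium signal, over three deviations above library mean, with baseline fluorescence within five deviations of library mean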;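 note: RGS4 expression induced by doxycycline in cells with stable M3 receptor; B-score is computed from the integrated fluorescence ratio over baseline after carbachol; higher B-score means a larger calcium signal and so more RGS4 inhibition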
Target sequence (P49798 whole entry, looked up): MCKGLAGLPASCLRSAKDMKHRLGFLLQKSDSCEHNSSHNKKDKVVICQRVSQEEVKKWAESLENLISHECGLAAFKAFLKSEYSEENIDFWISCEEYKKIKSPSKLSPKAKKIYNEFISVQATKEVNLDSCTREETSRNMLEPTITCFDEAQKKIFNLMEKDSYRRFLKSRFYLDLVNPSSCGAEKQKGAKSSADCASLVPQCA
An asterisk follows results filed as active; i = inactive; x = no result given.

Molecule	hERG protect	KCNK3 inh	ANO1 block	TMEM16A act	KCNK9 block	MrgX1 allo act	MrgX1 agonist	RGS4 act	KCNQ1 pot	RGS4 block	KCNQ1 inh
CCN1C(=O)c2ccccc2S(=O)(=O)c2ccc(C(=O)N3CCOCC3)cc21	-1.5	i	i	i	i	i	i	i	i	i	i
Cc1ccc(S(=O)(=O)N2CCOCC2)cc1NC(=O)CSc1nnc(N)s1	-1.8	i	i	i	i	i	i	i	i	i	i
CCn1c(SCC(=O)Nc2nncs2)nnc1-c1ccco1	-5.1	i	i	i	i	i	i	i	i	i	i
S=C(Nc1ccc(Cl)cc1)N1CCN(C2CCCCC2)CC1	-3.9	i	i	i	i	i	i	i	i	i	i
O=C(N/N=C/c1ccc([N+](=O)[O-])cc1)c1cc(C2CC2)nc2ccccc12	-4.4	i	i	i	i	i	i	i	i	i	i
COc1ccc(NC(=O)NNC(=O)C(C)Oc2ccc3ccccc3c2)cc1OC (configuration not stated)	-10.8	i	i	i	i	i	i	i	i	i	i
CCOC(=O)N1CCN(C(=O)c2ccc3c(c2)N(Cc2ccccc2)CCS3)CC1	-13.0	i	i	i	i	i	i	i	i	i	i
COc1cccc(CNCc2ccccn2)c1OC	-8.8	i	i	i	i	i	i	i	i	i	i
Cc1nc(Sc2ccc(Br)cc2)c(C#N)c(C)c1[N+](=O)[O-]	-8.3	i	i	i	i	i	i	i	i	i	i
CC(c1ccccc1)n1cc(C(=O)NCCCn2ccnc2)nn1 (configuration not stated)	-8.3	i	i	i	i	i	i	i	i	i	i
CC(C)CCNC(=O)CN(Cc1ccc(F)cc1)C(=O)CCC(=O)Nc1ccccn1	-6.2	i	i	i	i	i	i	i	i	i	i
CC(C(=O)NCCC1=CCCCC1)N1C(=O)c2ccccc2C1=O (configuration not stated)	-5.0	i	i	i	i	i	i	i	i	i	i
CCOC(=O)C1(Cc2cccc(F)c2)CCN(CCCn2cccn2)CC1	-7.3	i	i	i	i	i	i	i	i	i	i
Cc1ccccc1OCC(=O)Nc1cc(S(=O)(=O)N2CCCCC2)ccc1N1CCN(C)CC1	-7.6	i	i	i	i	i	i	i	i	i	i
Cn1cccc1CC(=O)N/N=C/c1ccc(C(C)(C)C)cc1	-11.9	i	i	i	i	i	i	i	i	i	i
Cc1ccc(S(=O)(=O)NCc2ccc(C(=O)N3CCc4ccccc4C3)cc2)cc1	-9.3	i	i	i	i	i	i	i	i	i	i
COc1cc(C)ccc1OCCOCCOc1cc(C)c(C)cc1Br	-10.6	i	i	i	i	i	i	i	i	i	i
CCCN(C(=O)C1CSC2(C)CCC(=O)N12)c1c(N)n(Cc2ccccc2)c(=O)[nH]c1=O (configuration not stated)	-12.5	i	i	i	i	i	i	i	i	i	i
CCN1CCN(Cc2ccc(NC(=O)c3cc(NC(=O)c4cncc(-c5cccs5)c4)cc(OC)c3)cc2C(F)(F)F)CC1	-27.5	x	i	x	i	i	i	i	i	i	8*
Cc1noc(C)c1CSc1nc2cc(S(=O)(=O)N3CCOCC3)ccc2o1	x	i	i	i	x	i	i	x	x	x	x
COc1cccc(N2CCN(C(=O)c3cc(-c4ccc(F)cc4)[nH]c3C)CC2)c1	-11.0	i	i	i	i	i	i	i	i	i	i
Cc1ccccc1NC(=O)CN(C)S(=O)(=O)c1cccc2cccnc12	-5.5	i	i	i	i	i	i	i	i	i	i
O=C(CS(=O)CC(=O)Nc1cccc2c1CCCC2)Nc1ccc(F)cc1 (configuration not stated)	-2.2	i	i	i	i	i	i	i	i	i	i
O=C1NN(c2ccccc2)C(=O)/C1=C/c1ccc(-c2ccc(Cl)c(C(=O)O)c2)o1	-11.9	i	x	i	i	x	x	i	i	i	i
COc1ccccc1N1CCN(S(=O)(=O)CCNC(=O)Cc2ccc(F)cc2)CC1	-15.2	i	i	i	i	i	i	i	i	i	i
CCOc1ccccc1N(C)C(=O)CCS(=O)(=O)c1ccc2c(c1)NC(=O)C(C)S2 (configuration not stated)	-6.3	i	i	i	i	i	i	i	i	i	i
O=C(NCc1cccnc1)c1cccc(Cl)c1	-8.8	i	i	i	i	i	i	i	i	i	i
COc1cc(C)c(CN2CCC(n3nccc3NC(=O)C3CCOC3)CC2)cc1C (configuration not stated)	-4.2	i	i	i	i	i	i	i	i	i	i
CCOc1cc(C(=O)Nc2ccc(S(=O)(=O)Nc3cnc4ccccc4n3)cc2)cc(OCC)c1OCC	-11.2	i	i	i	i	i	i	i	i	i	i
CN(C)CC(=O)N1c2ccccc2Sc2ccc(Cl)cc21	-7.5	i	i	i	i	i	i	-7.97*	i	i	i
CC(C)C(C(=O)NCc1ccco1)N(C(=O)CNS(=O)(=O)c1ccc(Cl)cc1)C1CCCC1 (configuration not stated)	-9.0	i	i	i	i	i	i	i	i	i	i
Fc1cc2nccnc2cc1N1CCSCC1	-6.6	i	i	i	i	i	i	i	i	i	i
CCC(=O)c1ccc(N2CCN(C(=O)COc3ccc(F)cc3)CC2)c(F)c1	-14.1	i	i	i	i	i	i	i	i	i	i
CC(=O)N/C(=C\c1ccccc1)C(=O)OCC(=O)NC(=O)c1ccccc1	-10.9	i	i	i	i	i	i	i	i	i	i
CC1=C(C(=O)Nc2ccccc2)C(c2ccc(C)o2)n2c(s/c(=C\c3ccco3)c2=O)=N1 (configuration not stated)	-3.1	i	x	i	i	x	x	i	i	i	i
CCCCOC(=O)n1c(SCC(=O)N(CC)CC)nc2ccccc21	-16.9	i	i	i	i	i	i	i	i	i	i
COc1ccc(C(=O)Nc2ccc(C)cc2C(=O)c2ccccc2)cc1	-8.1	i	i	i	i	i	i	i	i	i	i
CCCOc1ccc(-c2nc(C#N)c(N3CCc4ccccc4C3)o2)cc1	-12.6	i	i	i	i	i	i	i	i	i	i
COc1cc(NC(=O)CSc2nnc(-c3ccncc3)n2C2CCCCC2)ccc1NC(=O)c1ccco1	x	i	i	i	x	i	i	x	x	x	x
CC(C)C(NC(=O)c1c(F)cccc1F)C(=O)N1CCN(c2ccccc2F)CC1 (configuration not stated)	-7.2	i	i	i	i	i	i	i	i	i	i
CC1(C)CC(=O)c2cn3c(nc2C1)nc1ccccc13	-17.4	i	i	i	i	i	i	i	i	i	i
CCOC(=O)C1=C(C)N=c2s/c(=C/c3ccc(OCC(=O)O)cc3)c(=O)n2C1c1ccc(SC)cc1 (configuration not stated)	-6.6	i	i	i	i	i	i	i	i	i	i
COC(=O)C1=C(CSCc2ccccc2)NC(=O)NC1c1cc(C)ccc1C (configuration not stated)	-10.3	i	i	i	i	i	i	i	i	i	i
COc1ccc2c(c1)C(=O)N1[C@H]3c4cc(C)ccc4OC[C@@H]3[C@H](c3ccccc3)[C@]1(C)C(=O)N2	x	i	i	i	x	i	i	x	x	x	x
C=CC[n+]1ccn(-c2nc3ccccc3nc2[N-]S(=O)(=O)c2cccs2)c1	0.1	i	i	i	i	i	i	i	i	i	i
CCN(CC)S(=O)(=O)c1ccc(/C=C/C(=O)NC2CCCCC2)cc1	-5.3	i	i	i	i	i	i	i	i	i	i
O=C(CN(c1ccccc1)S(=O)(=O)c1ccccc1)NCCSc1nc2ccccc2s1	-14.1	i	i	i	i	i	i	i	i	i	i
Cc1[nH]c(=S)[nH]c(=O)c1CCC1OCCO1	-7.0	i	i	i	i	i	i	i	i	i	i
O=C(O)C1=C[C@@H](c2coc3ccccc3c2=O)C[C@@H](OCc2ccc(CO)cc2)O1	-3.3	i	i	i	i	i	i	i	i	i	i
COC(=O)c1ccc(-n2nnnc2SCC(=O)Nc2ccccc2C(=O)OC)cc1	-8.3	i	x	i	i	x	x	i	i	i	i
CC(=O)Nc1ccc(C(=O)N2CCc3cc4c(cc3C2C)OCCCO4)cc1 (configuration not stated)	-9.2	i	i	i	i	i	i	i	i	i	i
CC1(c2ccc(Cl)cc2)NC(=O)N(CC(=O)N2CCN(S(=O)(=O)c3ccccc3)CC2)C1=O (configuration not stated)	-13.5	i	i	i	i	i	i	i	i	i	i
COc1ccc(OC)c(CNC(=O)c2coc(=O)c3ccccc23)c1	-13.3	i	i	i	i	i	i	i	i	i	i
O=C(Cc1ccccn1)c1ccc(F)cc1	-2.9	i	i	i	i	i	i	i	i	i	i
O=C(NNC1=Nc2ccccc2SC1)c1cccc([N+](=O)[O-])c1	-11.2	i	i	i	i	i	i	i	i	i	i
Cc1cccnc1NC(=O)C1CC(=O)N(c2ccc3c(c2)OCCO3)C1 (configuration not stated)	-12.6	i	i	i	i	i	i	i	i	i	i
Cc1ccc(NS(=O)(=O)c2ccc(-n3cccn3)cc2)cc1C	-8.5	i	i	i	i	i	i	i	i	i	i
COC(=O)c1c(NC(=O)CS(=O)(=O)c2ccccc2)sc(C)c1C	-2.8	i	i	i	i	i	i	i	i	i	i
O=C(Nc1ccccc1N1CCCC1)C1CCN(S(=O)(=O)c2ccccc2C(F)(F)F)CC1	-4.4	i	i	i	i	i	i	i	i	i	i
Cc1ccc(Nc2ncc3c(n2)CC(C)CC3=O)c(C)c1 (configuration not stated)	-0.4	i	i	i	i	i	i	i	i	i	i
COc1cc(C2SC(C)C(=O)N2CCc2ccccc2)cc(OC)c1OC (configuration not stated)	-7.0	i	i	i	i	i	i	i	i	i	i
